Screens: PubChem BioAssay, National Center for Advancing Translational Sciences (NCATS)
MBNL1 CUG block: inhibitors of human MBNL1 binding to CUG repeat RNA; TR-FRET MBNL1-His/biotin-(CUG)12 binding, 665/545 ratio; actives 0.036% (n = 280,000); Potency, µM (series often up to 57.5 µM), inactives show top-dose activity change, negative = inhibition, usual class: inhibitors; active means well fitted inhibition curve with a large enough effect in the signal ratio, with a control signal flat, not every such curve was filed as active; inconclusive means small, poorly fitted or top-dose-only effect, or effect the other way, or a change in a side signal; inactive means no such curve, though single readings can be large or run the other way; the % refers to the signal ratio; further: potency means the concentration at half of the fitted maximal effect; on the % scale 0 is the no-effect control and ±100 the full control effect
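MBNL1-His + Biotin-(CUG)12, cpd titration 92 nM–58 uM; Tb anti-His Ab 0.055 ng/ul, SA-XL665 5 nM (final); 60 min RT; ratiometric 665/545 nm, Ex 340 nm; normalized to buffer and full-complex controls.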
PKM2 activator: activators of human pyruvate kinase M2; purified PKM2, Kinase-Glo ATP luminescence, activation; response scale: 0% is enzyme alone, no compound; Potency, µM (titrated, usually from 57.5 µM), without a hit: at the highest dose activation, actives largely listed as activators; P14618; actives 0.34% (n = 260,000); AID 1631; further: potency means the concentration at half of the fitted maximal effect; on the % scale 0 is the no-effect control and ±100 the full control effect; nearly all actives have a fitted effect of over 55% in size
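Kinase-Glo luminescence reports ATP generated from ADP (0.1 mM) and PEP (0.5 mM) by purified hPK-M2 after 1 h at room temperature, pH 7.2 imidazole buffer; intermediate enzyme activity allows detecting inhibitors and activators.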
NPC1 promoter act: activates the NPC1 promoter. Huh7 NPC1 promoter luciferase reporter, 24 h. Potency, µM (highest dose often 9.22 µM), inactives show at the top dose activation, hits mostly activators. actives 2.4% (n = 320,000);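 further: potency means the concentration at half of the fitted maximal effect; % of control where 0% means no effect; nearly all actives have a fitted effect of over 60% in size; reporter is driven by a mutant NPC1 promoter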
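Huh7 reporter cells (NPC1 promoter driving luciferase) are dosed with compound for 24 h at 37 °C, 5% CO2; luciferase detection reagent is then added and luminescence measured after 10 min at ambient temperature.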
VP16 counter: Gal4-VP16 reporter inhibition counter-screen; actives 3.5% (n = 310,000); Drosophila S2 Gal4-VP16 UAS-luciferase, luminescence, 20 h; Potency, µM (top dose mostly 53.6 µM), inactives show at the highest dose activity, negative = inhibition, most hits filed as inhibitors;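 further: Gal4-VP16 expression switched on by copper sulfate through the metallothionein promoter; potency means the concentration at half of the fitted maximal effect; on the % scale 0 is the no-effect control and ±100 the full control effect; nearly all actives have a fitted effect of over 50% in size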
FLuc counter: counter-screen for miR-21 project: firefly luciferase inhibitors or activators; purified FLuc, Km substrates, luminescence inhibition; P08659; AID 588342; actives 6.9% (n = 360,000); Potency, µM (highest dose often 57.5 µM), without a hit: at the top dose activity change, negative = inhibition, hits mostly inhibitors;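 further: potency means the concentration at half of the fitted maximal effect; plate controls were vehicle for no effect and reference inhibitor for full effect; nearly all actives have a fitted effect of over 55% in size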
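Purified P. pyralis luciferase (10nM final) with 10uM D-luciferin and 10uM ATP (Km levels) in 50mM Tris acetate pH 7.5, 10mM Mg acetate, 0.01% Tween-20, 0.05% BSA; qHTS 6-point titration, ~60 µM downward; luminescence read.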
Rab9 promoter act: activates the Rab9 promoter; Huh7 Rab9 promoter-luciferase reporter, luminescence, 24 h; Potency, µM (titrated, usually from 9.22 µM), inactives show top-dose activation, negative = inhibition, usual class: activators; actives 2.8% (n = 320,000); AID 485297; further: potency means the concentration at half of the fitted maximal effect; % of control where 0% means no effect; nearly all actives have a fitted effect of over 60% in size
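Measured in stably transfected Huh7 cells bearing a Rab9 promoter–luciferase construct: 24 h compound treatment at 37 °C, followed by luminescence detection.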
Mito fusion act: mitochondrial division inhibition or fusion activation. Potency, µM (top dose mostly 46.1 µM), without a hit: top-dose growth rescue (activation), actives largely listed as activators. actives 0.23% (n = 320,000). S. cerevisiae fusion-defective mutant growth rescue, CellTiterGlo 48 h;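 further: potency means the concentration at half of the fitted maximal effect; % of control where 0% means no effect; nearly all actives have a fitted effect of over 45% in size; temperature-sensitive fusion mutants such as fzo1-1 at 37 °C on non-fermentable ethanol glycerol medium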
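Yeast fusion mutant, YPEG (non-fermentable carbon), compound, 48 h at 37C non-permissive; CellTiterGlo added, 10 min RT, luminescence read. Rescued growth = division inhibition.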
Menin MLL FP TR: displaces Texas Red mutant MLL peptide from human menin; Menin + Texas Red MLL mutant peptide, fluorescence polarization; Potency, µM (titrated, usually from 61.6 µM), without a hit: at the top dose FP activity change, negative = inhibition, hits mostly inhibitors; actives 0.23% (n = 270,000); AID 1768; active means well fitted inhibition curve with a large enough effect in the polarisation, with a control signal flat, not every such curve was filed as active; inconclusive means small, poorly fitted or top-dose-only effect, or effect the other way, or a change in a side signal; inactive means no such curve, though single readings can be large or run the other way; the % refers to the polarisation; further: potency means the concentration at half of the fitted maximal effect; % of control where 0% means no effect; many of its hits are not listed in these tables
Target sequence (O00255 whole entry, looked up): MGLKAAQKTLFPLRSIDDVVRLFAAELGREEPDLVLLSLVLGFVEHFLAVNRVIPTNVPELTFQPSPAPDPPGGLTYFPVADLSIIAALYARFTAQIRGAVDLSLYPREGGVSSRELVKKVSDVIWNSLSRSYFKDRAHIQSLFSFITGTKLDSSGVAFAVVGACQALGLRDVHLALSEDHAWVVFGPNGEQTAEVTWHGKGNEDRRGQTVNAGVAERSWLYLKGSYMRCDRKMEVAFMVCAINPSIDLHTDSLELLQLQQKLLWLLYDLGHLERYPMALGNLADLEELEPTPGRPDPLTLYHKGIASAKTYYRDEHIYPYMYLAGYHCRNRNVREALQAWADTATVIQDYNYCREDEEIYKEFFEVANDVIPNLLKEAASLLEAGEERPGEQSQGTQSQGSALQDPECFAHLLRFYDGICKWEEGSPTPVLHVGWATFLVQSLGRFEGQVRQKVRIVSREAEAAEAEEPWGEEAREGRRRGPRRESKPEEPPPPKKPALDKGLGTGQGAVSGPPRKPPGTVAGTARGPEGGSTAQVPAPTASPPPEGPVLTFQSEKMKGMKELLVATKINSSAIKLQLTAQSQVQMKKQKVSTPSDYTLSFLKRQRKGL
ELG1 DNA repair: inhibitors of ELG1-dependent DNA repair in HEK293T cells; AID 504467; actives 2.3% (n = 330,000); Potency, µM (highest dose often 46.1 µM), for inactives: at the highest dose activity change, negative = inhibition, hits mostly inhibitors; HEK293T ELG1-luciferase reporter, luminescence, 16 h; DNA damage induced by 5-fluorouridine; further: potency means the concentration at half of the fitted maximal effect; on the % scale 0 is the no-effect control and ±100 the full control effect; nearly all actives have a fitted effect of over 55% in size
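Cells (2,000 per well) received 5-fluorouridine plus test compound or DMSO and were incubated 16 hr at 37 °C, 5% CO2. Luciferase activity was read by luminescence 30 min after ONE-Glo addition; signal suppression marked inhibition of damage-induced ELG1 function.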
RORgamma inh: inhibitors of mouse ROR gamma transcriptional activity. Drosophila S2 Gal4-RORgamma UAS-luciferase reporter, 20 h. actives 5.4% (n = 310,000). P51450. Potency, µM (highest dose often 53.6 µM), inactives show at the highest dose activity change, negative = inhibition, usual class: inhibitors; further: potency means the concentration at half of the fitted maximal effect; on the % scale 0 is the no-effect control and ±100 the full control effect; nearly all actives have a fitted effect of over 60% in size
Target sequence (P51450 whole entry, looked up, the tested form may be a part): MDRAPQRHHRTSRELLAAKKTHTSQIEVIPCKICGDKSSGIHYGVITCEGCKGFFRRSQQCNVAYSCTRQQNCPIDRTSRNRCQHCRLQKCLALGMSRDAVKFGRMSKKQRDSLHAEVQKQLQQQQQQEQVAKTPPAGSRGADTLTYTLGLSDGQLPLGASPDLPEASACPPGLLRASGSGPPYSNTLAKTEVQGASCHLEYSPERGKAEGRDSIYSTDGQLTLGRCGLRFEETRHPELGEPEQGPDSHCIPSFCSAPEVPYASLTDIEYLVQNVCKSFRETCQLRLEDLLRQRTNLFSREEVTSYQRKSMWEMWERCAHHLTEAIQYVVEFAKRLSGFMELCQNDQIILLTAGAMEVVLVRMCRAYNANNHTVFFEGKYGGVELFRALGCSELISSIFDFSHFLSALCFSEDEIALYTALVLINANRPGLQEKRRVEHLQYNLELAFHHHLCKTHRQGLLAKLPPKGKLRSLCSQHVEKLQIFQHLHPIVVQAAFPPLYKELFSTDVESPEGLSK
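Schneider cells (Drosophila), stable Gal4 DBD–ROR gamma + UAS-luc; 1 hr cmpd preincubation; Cu2+ induction 700 uM final; 20 hr ambient; luminescence.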
KCNH2 3.1 inh: inhibitors of human KCNH2 3.1 potassium channel isoform. U2OS KCNH2 3.1, thallium flux FluxOr; active compounds read low. activity change, % (tested at about 1.8 µM). actives 0.95% (n = 340,000);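 active means maximum activity change below -70%; inconclusive means maximum activity change from -70% to -50%; inactive means maximum activity change above -50%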;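 further: thallium influx rate constant from kinetic fluorescence after stimulation buffer; on the % scale 0 is the no-effect control and ±100 the full control effect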
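We transduce U2OS cells with the mutant 3.1 virus, culture them overnight, load FluxOr with Red40 quencher for 45 min, then add stimulation buffer and read kinetically for 2 min to derive a normalized rate constant.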
* hit, by the source's call; u = inconclusive; x = no result given; & = joins results of further samples; [ ] = another dose, or the depositor's remark. Unless noted, the call rests on the fitted dose curve; in most records, active means well fitted curve in the direction sought with a large enough effect; inconclusive means small, poorly fitted or top-dose-only effect, or another doubt; inactive means no such curve, though single readings can be large; an effect the other way counts as inactive or inconclusive. Some of the compounds tested; the hit share may differ from the screen's.

molecule	MBNL1 CUG block	PKM2 activator	NPC1 promoter act	VP16 counter	FLuc counter	Rab9 promoter act	Mito fusion act	Menin MLL FP TR	ELG1 DNA repair	RORgamma inh	KCNH2 3.1 inh
CCn1cc(CN2CCCC(C(=O)Nc3ccc(-c4nc5ccccc5[nH]4)cc3)C2)c(C)n1 (stereo unspecified)	-4%	-6%	12%	16%	u	25%	4%	x	20%	31%	-9
O=C(COc1ccccc1)NCc1ccc2c(c1)OCO2	-21%	2%	4%	4%	4%	4%	6%	-1%	16%	29%	-1
COc1cc(/C=N/NC(=O)Cc2ccc(Br)cc2)cc(OC)c1O	13%	-1%	-5%	-3%	-4%	-9%	-3%	-12%	u	2%	-14
COc1ccc(S(=O)(=O)Cc2ccc(C(=O)NC3CC3)o2)cc1	2%	-1%	-6%	9%	7%	0%	-1%	-5%[11.7 µM]	-5%	1%	2
CC(NC(=O)c1cccnc1)c1ccc2c(c1)OCO2 (stereo unspecified)	5%	1%	-2%	2%	7%	-5%	-6%	3%	-7%	7%	-22
CCOC(=O)N1CCC(NC(=O)CN2C(=O)CSc3ncccc32)CC1	4%	5%	2%	-1%	13%	-2%	-4%	-8%	22%	-5%	-17
O=S(=O)(c1ccc2ccccc2c1)N(CC1CO1)c1ccccc1 (stereo unspecified)	4%	-14%	1%	-3%	-2%	-2%	0%	14%	2%	17%	0
CCCc1cc(C(N)=O)c(NC(=O)c2ccco2)s1	11%	-1%	24%	u	-13%	27%	7%	7%	u	10%	-9

The results go on:
molecule	MBNL1 CUG block	PKM2 activator	NPC1 promoter act	VP16 counter	FLuc counter	Rab9 promoter act	Mito fusion act	Menin MLL FP TR	ELG1 DNA repair	RORgamma inh	KCNH2 3.1 inh
CCn1c(/C=C2\C(=O)N(C)c3ccccc32)nc2ccccc2c1=O	21%	4%	-2%	-1%	4%	2%	2%	-3%	-2%	-25%	23
CC(C)CCC1(C)NC(=O)N(CC(=O)c2ccc[nH]2)C1=O (stereo unspecified)	x	x	-3%	x	-1%	-3%	-4%	x	7%	x	-12
Cc1sc(-n2cccc2)c(C(=O)O)c1C	0%	-4%	-1%	-3%	-2%	0%	-1%	5%	17%	-12%	0
O=C1CC(N2CCC(O)(c3ccc(Cl)cc3)CC2)C(=O)N1Cc1ccc(N2CCCC2=O)cc1 (stereo unspecified)	-3%	-5%	0%	-4%	1%	-7%	-8%	-10%	u	-1%	-1
O=C(CCn1nnc2ccccc21)Nc1nnc(-c2ccccc2F)s1	1%	-1%	1%	-8%	-12%	4%	7%	9%	0%	39%	4
O=C(CC1C(=O)NCCN1Cc1c(F)cccc1Cl)NCCc1ccccn1 (stereo unspecified)	-6%	-10%	0%	-21%	1%	-15%	-1%	-8%	15%	0%	4
CC(C)(C)C(=O)Nc1cc(C(F)(F)F)ccc1-n1ccnc1	-4%	3%	-5%	-3%	-1%	0%	-2%	4%	8%	7%	-1
CCCC(=O)NNC(=O)c1ccoc1C	-8%	-14%	-4%	-12%	-2%	1%	-2%	2%	-6%	1%	-5

Continuation:
molecule	MBNL1 CUG block	PKM2 activator	NPC1 promoter act	VP16 counter	FLuc counter	Rab9 promoter act	Mito fusion act	Menin MLL FP TR	ELG1 DNA repair	RORgamma inh	KCNH2 3.1 inh
O=C(NC1CCCCCC1)c1ccc(S(=O)(=O)NCc2ccco2)cc1	-2%	-5%	0%	9%	4%	2%	7%	-5%	-9%	27%	19
CC(C)C(=O)Nc1sc2c(c1C#N)CCCCC2	3%	-24%	21%	28%	u	17%	10%	1%	u	u	2
CCOc1ccc2oc(=O)cc(C)c2c1	5%	-7%	2%	4%	-1%	2%	1%	-3%	22%	1%	-2
O=C(Nc1cccc(F)c1)C1CCN(S(=O)(=O)c2cccc3nonc23)CC1	u	3%	-3%	2%	1%	-1%	5%	u	u	u	-2
Cc1cc(C(F)(F)F)c2c(C)nn(CCc3nn[nH]n3)c2n1	-5%	-2%	-3%	10%	0%	5%	1%	6%	3%	43%	-2
C=CCn1c(-c2cc(OC)cc(OC)c2)n[nH]c1=S	-3%	-2%	-1%	u	-2%	-1%	-8%	2%	4%	u	12
CC(CC(C)C(=O)N1CCOCCN(C(=O)C(C)CC(C)C(=O)O)CCOCC1)C(=O)O (stereo unspecified)	-4%	-1%	0%	-5%	2%	2%	3%	8%	7%	0%	9
CCOC(=O)C(C)OC(=O)C1=C(C)NC(=O)NC1c1ccc2c(c1)OCO2 (stereo unspecified)	-2%	-2%	-4%	0%	6%	3%	0%	-19%	-2%	1%	4

The list goes on:
molecule	MBNL1 CUG block	PKM2 activator	NPC1 promoter act	VP16 counter	FLuc counter	Rab9 promoter act	Mito fusion act	Menin MLL FP TR	ELG1 DNA repair	RORgamma inh	KCNH2 3.1 inh
CC(C)(C)c1cc(C(=O)NCc2ccco2)ccn1	-7%	29%	-2%	x	2%	-1%	-1%	8%	1%	17%[0.365 µM]	-8
Cc1ccc(-c2nn(-c3ccccc3)cc2/C=C2\SC(=S)N(CCCCCC(=O)O)C2=O)o1	23%	22%	-2%	u	u	-2%	-20%	u	-5%	u	12
CS(=O)(=O)N(CCC(=O)O)Cc1ccccc1	-3%	3%	0%	0%	2%	0%	-1%	-3%	7%	1%	12
COc1cc(OC)c(C(=O)NC23CC4CC(CC(C4)C2)C3)cc1OC	-4%	1%[11.5 µM]	1%	-8%	u	-1%	3%	u	u	u	14
CCCOc1ccc(Br)cc1/C=N/O	5%	21%	x	u	-1%	x	-4%	0%	x	u	-7
O=S(=O)(NC1C2CC3CC(C2)CC1C3)c1ccc(F)cc1 (stereo unspecified)	x	x	0%	x	3%	-2%	6%	x	11%	x	5
O=C1NN(c2ccccc2)C(=O)/C1=C\c1cccc(OC(=O)c2cccs2)c1	7%	u	-3%	6%	u	2%	-7%	u	u	-4%	-6
CCOc1ccc(C(Nc2ccc(C)cc2)P2(=O)OCCC(C)O2)cc1 (stereo unspecified)	10%	7%	0%	-9%	0%	1%	-1%	-11%	12%	u	6

Next section.
molecule	MBNL1 CUG block	PKM2 activator	NPC1 promoter act	VP16 counter	FLuc counter	Rab9 promoter act	Mito fusion act	Menin MLL FP TR	ELG1 DNA repair	RORgamma inh	KCNH2 3.1 inh
O=C(C[n+]1cc(-c2ccccc2)n2c1CCC2)Nc1nc(-c2ccc(F)cc2)cs1	6%	0%	2%	13%	1%	4%	-5%	u	1%	3%	-9
CCN(CC)CCN(C(=O)c1ccc(Br)s1)c1nc2cc3c(cc2s1)OCO3	-11%	-2%	-2%	-15%	2%	2%	2%	-16%	1%	4%	3
CCOc1ccc(OCCC(=O)N2CCN(S(=O)(=O)c3ccc(OCC)cc3)CC2)cc1	-2%	3%	-2%	-3%	2%	1%	0%	-14%	-18%	7%	-10
CCOc1cc(/C=C2\SC(=S)N(C(C(=O)O)c3ccccc3)C2=O)ccc1O (stereo unspecified)	x	3%	-3%	u	u	-3%	5%	x	-4%	-24%	-5
S=C(NCCc1ccccc1)NCC1CCCO1 (stereo unspecified)	9%	-11%	10%	u	u	u	-8%	0%	u	13µM*	4
Nn1c(SCc2ccc(Br)cc2)nnc1-c1ccncc1	0%	3%	1%	10%	3%	18%	3%	-5%	u	22%	u
O=C(c1ccc(Cl)cc1)N1CCC(O)(CSc2ccc(Cl)cc2Cl)CC1	-1%	13%	4%	-13%	4%	0%	0%	-9%	u	4%	x
COc1cc(O)c(C(CCN2CCCC(C)C2)c2cc(OC)c(OC)c(OC)c2)c(OC)c1 (stereo unspecified)	-10%	-5%	-4%	-3%&1%	0%	-1%	-4%	-7%	5%	u	x
COC(=O)c1ccc(COc2ccc(/C=N/O)cc2)o1	1%	4%	-2%	-25%	6%	-5%	1%	-30%	-18%	-25%	9
CC[C@@H]1CC=C[C@H]2[C@H]1C(=O)N(Cc1ccccc1)[C@H]2c1ccc(OC)c(Cl)c1	-9%	0%	-8%	8%	4%	-11%	-46%[inhibitor]	x	-5%	27%	-45
